Bioassay records as filed in PubChem.
CRE-bla Fsk = Cell signaling CRE-BLA (Fsk stim). AID 662, 2007. Potency, µM (titrated, usually from 38.2 µM), for the others: at the highest dose activity change, negative = inhibition, actives largely listed as activators. actives 2.5% (n = 71,000). CHO CRE-bla reporter (cAMP response element driving beta-lactamase), forskolin EC10, beta-lactamase ratio; active = well fitted activation curve with a large enough effect in the signal ratio, with a control signal flat, not every such curve was filed as active; inconclusive = small, poorly fitted or top-dose-only effect, or effect the other way, or a change in a side signal; the % refers to the signal ratio; also: potency is read from the fitted curve at half-maximal effect; % of control where 0% means no effect
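The 460nm/530nm emission ratio after CCF4 loading defined %Activity, from which AC50 values were obtained. CRE-bla CHO cells received compound dilution series together with an EC10 level of NKH 477 for 3 hours at 37 degrees Celsius.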
HBB splice mod = qHTS Assay for Modulators of Hemoglobin Beta Chain Splicing | HBB splicing reporter cell assay, activation; EGFP reporter with mutant IVS2-654 intron; response scale: normalised to 500 nM splice-correcting PNA | Potency, µM (series often up to 46.1 µM), for the others: at the top dose activation, most hits filed as activators | actives 0.06% (n = 65,000) | AID 925, 2007; also: potency is read from the fitted curve at half-maximal effect; 0% is about no effect
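HeLa cells stably expressing EGFP interrupted by mutant beta-globin intron 2 (IVS2-654), 500/well in 2% FCS. Treated with compound for 2 days at 37C. Splicing correction scored as total well GFP intensity (488 nm excitation, 500-520 nm emission); 500 nM antisense PNA served as control.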
4-MU autofl = qHTS Assay for Spectroscopic Profiling in 4-MU Spectral Region | actives 11% (n = 59,000) | compound autofluorescence, 340/450 nm, 4-MU equivalents; hits give high values | max dye-equivalent concentration, M | AID 589, 2007; in the data active = max dye-equivalent concentration above about 10 nM; inconclusive = mostly about 1.1 nM to 9.6 nM
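Intrinsic fluorescence at 340/450 nm (ex/em) was read after 15 min at room temperature in pH 8.0, 100 mM Tris. Each compound concentration expressed as 4-MU-equivalent concentration from a six-point 4-MU standard series on each plate.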
Hsp90 Hop PPI = qHTS Assay for Disrupters of an Hsp90 Co-Chaperone Interaction; AlphaScreen TPR2A-His6 binding biotin-Hsp90 C-terminal peptide; Potency, µM (series often up to 57 µM), for the others: at the top dose activity change, negative = inhibition; Hsp90 C-terminal peptide / TPR2A (Hop) interaction, human; AID 595, 2007; actives 0.44% (n = 71,000); active = well fitted curve in either direction with a large enough effect; inconclusive = small, poorly fitted or top-dose-only effect, or another doubt; also: potency is read from the fitted curve at half-maximal effect; % is scaled to controls: 0 for no effect and ±100 for the full control effect; many of its hits are not listed in these tables
Ub-GFP proteasome = Ubiquitin-GFP Assay. Ubiquitin-GFP reporter cells, proteasome inhibition, GFP fluorescence; response scale: untreated = 0%, 10 µM MG-132 = 100%. Potency, µM (highest dose often 45.9 µM), for the others: at the highest dose activation (GFP accumulation), most hits filed as activators. 67,000 tested, under 10 active. AID 526, 2006; active = well fitted activation curve with a large enough effect, not every such curve was filed as active; inconclusive = small, poorly fitted or top-dose-only effect, or another doubt; inactive = no such curve, though single readings can be large or run the other way; also: potency is read from the fitted curve at half-maximal effect
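U2OS cells expressing ubiquitin(G76V)-GFP, seeded overnight in 0.5% FBS medium, then treated 4 hr at 37 C across 46 uM to 2.9 nM. GFP-positive cells counted by laser cytometry (488 ex/515 em); %activity scaled between basal and 10 uM MG-132.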
BRCT inh red = qHTS Assay for Inhibitors of BRCT-Phosphoprotein Interaction (Red Fluorophore); Breast cancer type 1 susceptibility protein (Homo sapiens), P38398; BRCT-phosphopeptide binding, red fluorescence polarization; Potency, µM (series often up to 76.9 µM), for inactives: at the top dose activity change, negative = inhibition, usual class: inhibitors; actives 0.03% (n = 75,000); AID 892, 2007; also: % is scaled to controls: 0 for no effect and ±100 for the full control effect
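Fluorescence polarization: 100 nM His-tagged BRCA1 BRCT with 100 nM TAMRA-labelled phospho-BACH1 decapeptide, phosphate buffer pH 7.3 with 150 mM NaCl, DTT, 0.01% Tween 20; 12 min RT. Binding inhibition seen as FP decrease.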
GFP derepression = qHTS Assay for Epigenetic Modulators; mouse C127i GFP locus derepression, cytometry, 30 h; Potency, µM (highest dose often 46.1 µM), without a hit: at the highest dose GFP derepression (activation); actives 0.09% (n = 68,000); AID 597, 2007; also: % of control where 0% means no effect
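Murine C127i mammary cells carrying a silenced, stably integrated CMV-driven GFP reporter were treated with compound for 30 hours at 37 C. After PBS washes, GFP-positive cells were counted by laser-scanning microplate cytometry.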
BRCT inh green = qHTS Assay for Inhibitors of BRCT-Phosphoprotein Interaction (Green Fluorophore) | actives 0.05% (n = 75,000) | Potency, µM (highest dose often 76.9 µM), for inactives: at the highest dose activity change, negative = inhibition, most hits filed as inhibitors | BRCA1 BRCT-phosphopeptide binding, green fluorescence polarization | Breast cancer type 1 susceptibility protein (Homo sapiens), P38398;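 also: potency is read from the fitted curve at half-maximal effect; plate controls were peptide without protein for full effect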
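Compounds were incubated for 12 min at room temperature with a complex of 100 nM fluorescein-tagged pBACH1 decapeptide and 250 nM His-tagged BRCT protein. Buffer was phosphate pH 7.3 with EDTA, DTT and Tween 20. Disruption of binding lowers the polarization signal.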
A350 fluor = qHTS Assay for Spectroscopic Profiling in A350 Spectral Region; Compound autofluorescence, 340/450 nm, Alexa 350 dye-equivalents; hits give high values; actives 11% (n = 59,000); max dye-equivalent concentration, M; in the data active = max dye-equivalent concentration above about 10 nM; inconclusive = mostly about 1.1 nM to 9.6 nM
15-hLO inh = qHTS Assay for Inhibitors of 15-hLO (15-human lipoxygenase); Polyunsaturated fatty acid lipoxygenase ALOX15 (Homo sapiens), P16050; purified 15hLO-1, xylenol orange hydroperoxide absorbance; Potency, µM (highest dose often 57.1 µM), inactives show top-dose activity change, negative = inhibition, hits mostly inhibitors; actives 1.4% (n = 74,000); AID 887, 2007; also: potency is read from the fitted curve at half-maximal effect; % is scaled to controls: 0 for no effect and ±100 for the full control effect; nearly all actives have a fitted effect of over 55% in size
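Quantitative HTS in 25 mM Hepes pH 7.5 containing 0.01% Triton X-100: human 15hLO-1 at 40 nM, arachidonic acid at 50 uM, 6 min turnover. Product quantified via ferrous oxidation/xylenol orange, 573:405 nm absorbance ratio.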
DNA Pol III inh = qHTS Assay for Inhibitors of DNA Polymerase III Holoenzyme System; reconstituted DNA polymerase III holoenzyme replication, biochemical; Potency, µM (series often up to 57.1 µM), for inactives: top-dose activity change, negative = inhibition; actives 0.25% (n = 71,000); also: potency is read from the fitted curve at half-maximal effect; % is scaled to controls: 0 for no effect and ±100 for the full control effect
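Reconstituted *E. coli* holoenzyme (0.35 nM Pol III, 1 nM beta, 154 nM SSB, 2 nM primase) was preincubated with compound for 15 min at RT. Synthesis on 1.4 nM ssM13Gori ran 35 min, then was stopped with PicoGreen/EDTA and read as dsDNA fluorescence.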
Active calls of the source: *; i = inactive; ? = inconclusive; . = not tested or not shown; & = joins results of further samples; [ ] = another dose, or the depositor's remark. Unless noted, calls follow the shape of the dose curve; as a rule, active = well fitted curve in the direction sought with a large enough effect; inconclusive = small, poorly fitted or top-dose-only effect, or another doubt; inactive = no such curve, though single readings can be large; an effect the other way counts as inactive or inconclusive.

SMILES | CRE-bla Fsk | HBB splice mod | 4-MU autofl | Hsp90 Hop PPI | Ub-GFP proteasome | BRCT inh red | GFP derepression | BRCT inh green | A350 fluor | 15-hLO inh | DNA Pol III inh
CCOC(=O)CCCn1c(C)nc(=O)c(-c2ccccc2)c1C | -5% | 0.0%[57.5 µM] | i | 0% | -3% | -0.8% | 0% | -1.2% | i | -1% | -3%
CCC(C)(C)n1nnnc1C(c1cc2ccc(C)cc2[nH]c1=O)N(Cc1cccnc1)Cc1ccco1 (configuration not stated) | 8% | -3.4% | i | -4% | -14% | -0.3% | 0% | 2.4% | i | 0% | -1%
CSCCc1nc(SCC(=O)Nc2nnc(C)s2)[nH]c1C | -3% | 0.9% | i | -7% | 13% | 0.3% | -2% | -0.5% | i | 14% | 1%
Cc1ccc(C2c3c(oc4ccccc4c3=O)C(=O)N2c2nnc(C(C)C)s2)o1 (configuration not stated) | 11% | -0.6% | . | 2% | 16% | 1.0% | -4% | -14% | . | -5% | 4%
CCCN(CCC)C(=O)c1c(C)[nH]c(C(=O)OCC)c1C | 0% | 0.0% | . | -4% | 3% | 0.3% | -4% | -0.5% | . | 0% | -3%
O=C(c1ccc(Br)o1)N1CCN=C1SCc1cccnc1 | 10% | 1.1% | . | 2% | -12% | -0.5% | -2% | 1.8% | . | 0% | 6%
COc1ccc(-n2nc(C(=O)NCC(=O)NCc3ccco3)c3ccccc3c2=O)cc1 | ? | -0.4% | ? | -6% | 1% | 0.0% | 1% | 1.1% | ? | 1% | -3%
C=CCN1C(=O)C(O)(CC(=O)c2ccc(N)cc2)c2ccccc21 (configuration not stated) | 1% | 0.0% | . | -4% | 30% | -1.1% | 0% | -1.2% | . | 5% | 1%
Cc1cc(N2CCCC2=O)cc(C)c1S(=O)(=O)NCCOc1ccccc1 | -2% | -1.9% | i | 0% | 3% | -3.6% | 0% | 0.3% | i | 5% | -1%
CC1(C)N=C(/C=N/O)C=[N+]1[O-] | -3% | 0.1%[57.5 µM] | i | -2% | 0% | -1.0% | 4% | -3.4% | ? | 6% | -10%
CCOC(=O)c1ccc(NS(=O)(=O)N2CCCCCC2)cc1 | 15% | -2.6% | i | 0% | 9% | -1.9% | 7% | -3.0% | i | -3% | 0%
O=C(OCCN1CCOCC1)C1(c2ccccc2)CCCCC1 | ? | 0.7% | i | -3%&-7% | -2%&3% | -0.8%&0.8% | 0%&-1% | 0.1%&-1.8% | i | 3%[25.6 µM] | 1%&0%
COc1ccc(-n2c(=O)c(-c3ccc(Cl)cc3)nc3cnc(N(C)C)nc32)cc1 | ? | 2.3% | ? | -10% | 7% | -0.6% | 5%[9.22 µM] | -2.1% | 1e-08M* | -19% | -3%
Cc1cccc(OCCCc2c(C)n[nH]c2C)c1 | 6% | -0.3% | . | -3% | 9% | -0.5% | 2% | -0.9% | . | 8% | 1%
CCOC(=O)N1CCC(N(C(=O)Nc2ccc(Cl)c(Cl)c2)C(C)CC)CC1 (configuration not stated) | ? | -4.8%[57.5 µM] | 2.6e-08M* | 6% | -7% | 1.1% | 2% | 0.3% | 3.3e-08M* | -3% | 1%
Cc1ccc(-c2nn(C)c(=O)c3ccccc23)cc1S(=O)(=O)NCCN1CCOCC1 | 7.9µM* | -0.3% | i | -8% | 6% | -2.0% | 0% | 22% | i | -26% | 3%
CCN(CC)S(=O)(=O)c1ccc2c(c1)c(=O)c(C(=O)N1CCN(c3ccccc3)CC1)cn2C | 7% | 0.5% | i | 2% | 10% | -0.8% | -3% | 0.0% | i | 2% | -6%
COC(=O)c1c(C(=O)NCc2ccccc2)ncn1CC(O)COc1ccccc1 (configuration not stated) | -23% | -1.0%[1.84 µM] | i | ? | 4% | 0.0% | 6% | 1.7% | i | -3% | -9%
CC(=O)O[C@H]1CC[C@@]2(C)[C@@H](CC[C@@]3(C)[C@H]2C(=O)C=C2[C@H]4C[C@](C)(C(=O)OCCN5CCCCC5)CC[C@]4(C)CC[C@@]23C)C1(C)C | ? | . | i | -4% | 1% | . | 0%[9.22 µM] | . | i | . | -2%
COc1ccc(C(c2nnnn2C2CCCC2)N2CCC(C)CC2)c(OC)c1 (configuration not stated) | -7% | -0.2%[57.5 µM] | i | 5% | -2% | -2.0% | 0% | -0.7% | i | 6% | -15%

Some of these compounds in order of number of heavy atoms, lowest first.
SMILES | CRE-bla Fsk | HBB splice mod | 4-MU autofl | Hsp90 Hop PPI | Ub-GFP proteasome | BRCT inh red | GFP derepression | BRCT inh green | A350 fluor | 15-hLO inh | DNA Pol III inh
Cc1ccc(C2c3c(oc4ccccc4c3=O)C(=O)N2c2nnc(C(C)C)s2)o1 (configuration not stated) | 11% | -0.6% | . | 2% | 16% | 1.0% | -4% | -14% | . | -5% | 4%
COC(=O)c1c(C(=O)NCc2ccccc2)ncn1CC(O)COc1ccccc1 (configuration not stated) | -23% | -1.0%[1.84 µM] | i | ? | 4% | 0.0% | 6% | 1.7% | i | -3% | -9%
CCC(C)(C)n1nnnc1C(c1cc2ccc(C)cc2[nH]c1=O)N(Cc1cccnc1)Cc1ccco1 (configuration not stated) | 8% | -3.4% | i | -4% | -14% | -0.3% | 0% | 2.4% | i | 0% | -1%

Next part.
SMILES | CRE-bla Fsk | HBB splice mod | 4-MU autofl | Hsp90 Hop PPI | Ub-GFP proteasome | BRCT inh red | GFP derepression | BRCT inh green | A350 fluor | 15-hLO inh | DNA Pol III inh
CCn1c(CNc2ccc(F)cc2)nnc1SCC(=O)N1CCCc2ccccc21 | -7% | -0.2%[57.5 µM] | i | -1% | 1% | 0.4% | 1% | -1.2% | i | 3% | -4%
COc1ccc(-c2nc(-c3ccccc3OC)no2)cc1OC | ? | 2.6% | i | 2% | 6% | -1.5% | -6% | 3.0% | ? | -6% | -2%
CCOc1ccc(OCC)c(NC(=O)C2CCN(c3ncccn3)CC2)c1 | ? | . | i | -2% | 0% | 0.8% | 3% | 1.3% | i | 4% | -4%
CCCCn1c(SCC(=O)Nc2cc(C)on2)nnc1-c1cccnc1 | ? | -5.5% | ? | -8% | -6% | -0.2% | -1% | 0.4% | ? | 7% | 1%
CC(C)(C)c1ccc(Cn2nnc3c(=O)[nH]c(C4CCCN(C(=O)Cc5cccs5)C4)nc32)cc1 (configuration not stated) | -24% | -0.1%[57.5 µM] | i | -7% | 3% | 0.0% | 1% | -1.0% | i | -28% | 3%
c1ccsc1 | 0% | 1.0% | . | 0% | . | 0.3% | . | -1.0% | . | 1% | -2%
CCN(CC(=O)NCc1cccs1)C(=O)c1cc(S(=O)(=O)N2CCOCC2)ccc1C | -7% | -2.1% | i | 3% | 0% | -1.1% | -2% | 0.1% | i | -9% | -8%
COc1cc(NC(=O)c2ccco2)c(OC)cc1NC(=O)CCC(=O)Nc1cccc(C)c1C | ? | 1.1% | ? | -3% | -2% | 1.1% | -1% | -2.1% | ? | 10% | 1%
Cc1occc1-c1nnc(SCC(=O)c2ccc(F)cc2)o1 | -26% | 3.1% | ? | -1% | 17% | 0.2% | 3% | -1.6% | ? | -3% | -14%
O=C(COC(=O)c1ccco1)NCc1ccco1 | ? | 0.2%[57.5 µM] | i | 20% | -2% | -2.3% | 8% | -0.7% | i | -21% | -6%
COc1ccc(C2CC(=O)c3c(C)nc(N4CCN(Cc5ccccc5)CC4)nc3C2)cc1OC (configuration not stated) | 23% | 0.3%[1.84 µM] | i | -15% | -8% | -0.7% | 0% | 1.0% | i | -1% | 8%
CCOC(=O)N1CCN(C(=O)CCSc2ccccc2)CC1 | 2% | -0.8%[9.22 µM] | . | 1% | 12% | 3.5% | 0% | -0.5% | . | 5% | -5%
Cc1cccc(-c2nc(CS(=O)CC(=O)N3CCCCC3)c(C)o2)c1 (configuration not stated) | -3% | -1.0% | . | -3%[2.3 µM] | 0% | 1.5% | . | -0.6% | . | -2% | 2%
COc1ccc(-c2noc(CCCOc3ccccc3)n2)cc1OC | ? | -0.1%[57.5 µM] | i | ? | 2% | -1.2% | 0% | 0.8% | i | -1% | -4%
O=C(c1ncn[nH]1)N1CCN(c2nc(-c3ccccc3)cs2)CC1 | 7% | -1.6% | i | ? | -5% | 2.8% | 4% | -1.1% | i | 14% | 0%
